Screens from PubChem BioAssay.
uPA surface inh – cell surface uPA generation inhibition; cell surface uPA generation assay, qHTS; Potency, µM (titrated, usually from 38.3 µM), without a hit: at the top dose activity change, negative = inhibition, most hits filed as inhibitors; actives 0.31% (n = 330,000); active means well fitted inhibition curve with a large enough effect; inconclusive means small, poorly fitted or top-dose-only effect; inactive means no such curve, though single readings can be large or run the other way; tested in mouse RAW 264.7 cells; further: on the % scale 0 is the no-effect control and ±100 the full control effect; nearly all actives have a fitted effect of over 55% in size
RORg inh – ROR gamma (mouse) transcription inhibition | P51450 | Drosophila S2 Gal4-RORgamma UAS-luciferase reporter, 20 h | Potency, µM (series often up to 53.6 µM), for the others: at the highest dose activity change, negative = inhibition, actives largely listed as inhibitors | actives 5.4% (n = 310,000); further: on the % scale 0 is the no-effect control and ±100 the full control effect; nearly all actives have a fitted effect of over 60% in size
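Drosophila S2 cells stably expressing Gal4-DBD/mouse RORγ fusion under metallothionein promoter plus UAS-luciferase; compound 1 h, then 700 uM CuSO4 induction for 20 h at ambient temperature; inhibition read as reduced luminescence.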
Rab9 prom act – Rab9 promoter activation; Potency, µM (titrated, usually from 9.22 µM), inactives show at the highest dose activation, negative = inhibition, actives largely listed as activators; actives 2.8% (n = 320,000); Huh7 Rab9 promoter-luciferase reporter, luminescence, 24 h; further: % of control where 0% means no effect; nearly all actives have a fitted effect of over 60% in size
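Huh7 cells stably carrying Rab9 promoter–luciferase reporter, plated 1500 cells/well, compound added after 2 h and incubated 24 h at 37 °C; luciferase luminescence then read after 10 min with detection reagent.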
p53 reactivation – re-activators of mutant p53; H1299 p53-A138V BP100-luciferase reporter, luminescence, 24 h; Potency, µM (top dose mostly 92.2 µM), for inactives: top-dose activity change, positive = activation, actives largely listed as activators; actives 0.063% (n = 320,000); AID 504706; further: % of control where 0% means no effect; nearly all actives have a fitted effect of over 45% in size
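H1299 (p53-null), stable ts p53-A138V + BP100-Luc; 1000 cells/well, Opti-MEM/10% FBS; cpd 4 pt, 1:5; 24 h, 37 deg C, 5% CO2; detection reagent 10 min RT; luminescence.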
VP16 counter – counter-screen for ROR gamma inhibitors: Gal4-VP16 reporter; actives 3.5% (n = 310,000); AID 2546; Drosophila S2 Gal4-VP16 UAS-luciferase, luminescence, 20 h; Potency, µM (series often up to 53.6 µM), for the others: at the highest dose activity, negative = inhibition, usual class: inhibitors;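 further: Gal4-VP16 expression switched on by copper sulfate through the metallothionein promoter; on the % scale 0 is the no-effect control and ±100 the full control effect; nearly all actives have a fitted effect of over 50% in size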
FLuc counter – firefly luciferase modulation, counter-screen for miR-21 project; AID 588342; purified FLuc, Km substrates, luminescence inhibition; Potency, µM (highest dose often 57.5 µM), without a hit: top-dose activity change, negative = inhibition, hits mostly inhibitors; actives 6.9% (n = 360,000);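 further: plate controls were vehicle for no effect and reference inhibitor for full effect; nearly all actives have a fitted effect of over 55% in size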
Target sequence (P08659 whole entry, looked up): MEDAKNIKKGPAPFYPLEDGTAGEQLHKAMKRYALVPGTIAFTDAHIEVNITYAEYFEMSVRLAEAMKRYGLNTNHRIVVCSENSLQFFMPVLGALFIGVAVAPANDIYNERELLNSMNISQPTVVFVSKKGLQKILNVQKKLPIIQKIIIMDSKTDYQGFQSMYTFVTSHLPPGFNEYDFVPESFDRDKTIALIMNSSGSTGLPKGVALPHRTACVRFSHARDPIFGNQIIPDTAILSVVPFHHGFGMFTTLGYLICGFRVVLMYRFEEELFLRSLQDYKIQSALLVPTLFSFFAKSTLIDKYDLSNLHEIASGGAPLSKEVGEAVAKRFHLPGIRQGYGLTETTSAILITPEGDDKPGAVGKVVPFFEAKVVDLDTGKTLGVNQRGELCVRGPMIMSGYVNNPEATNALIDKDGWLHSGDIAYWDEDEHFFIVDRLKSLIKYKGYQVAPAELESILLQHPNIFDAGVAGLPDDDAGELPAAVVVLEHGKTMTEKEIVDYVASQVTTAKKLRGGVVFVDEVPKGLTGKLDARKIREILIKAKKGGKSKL
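Purified P. pyralis luciferase, 10 nM final, with Km-level 10 uM D-luciferin and 10 uM ATP in 50 mM Tris acetate pH 7.5, 10 mM Mg acetate, 0.01% Tween-20, 0.05% BSA; 6-point qHTS titration about 60 µM downward; luminescence read.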
BRCA1 expr act – BRCA1 expression activation. MCF7-BRCA1-FFLuc reporter, luminescence, 48 h; response scale: scaled: vehicle 0%, 10 µM genistein 100%. Potency, µM (titrated, usually from 46.1 µM), for the others: at the top dose activation, hits mostly activators. actives 1.1% (n = 380,000). AID 624202; further: nearly all actives have a fitted effect of over 80% in size; some results filed as inactive show a strong effect at the top dose
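First, MCF7-BRCA1-FFLuc cells (2000/well) attach for 2 h; next, compounds are pin-added and incubated 48 h at 37 °C; finally, luciferase reagent is added and luminescence read after 15 min.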
NPC1 promoter act – activates the NPC1 promoter; Huh7 NPC1 promoter luciferase reporter, 24 h; Potency, µM (series often up to 9.22 µM), for inactives: at the top dose activation, usual class: activators; actives 2.4% (n = 320,000); AID 485313;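 further: % of control where 0% means no effect; nearly all actives have a fitted effect of over 60% in size; reporter is driven by a mutant NPC1 promoter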
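Stably transfected Huh7 (NPC1 promoter→luciferase), 1500 cells/well in Opti-MEM + 10% FBS, 2 h settle, then compound 24 h at 37 °C. Luminescence after 10 min with Amplite reagent.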
MBNL1-CUG inh – blocks human MBNL1 binding to CUG repeat RNA; actives 0.036% (n = 280,000); Potency, µM (doses to about 57.5 µM), for the others: at the top dose activity change, negative = inhibition, hits mostly inhibitors; TR-FRET MBNL1-His/biotin-(CUG)12 binding, 665/545 ratio; active means well fitted inhibition curve with a large enough effect in the signal ratio, with a control signal flat, not every such curve was filed as active; inconclusive means small, poorly fitted or top-dose-only effect, or effect the other way, or a change in a side signal; inactive means no such curve, though single readings can be large or run the other way; the % refers to the signal ratio; further: on the % scale 0 is the no-effect control and ±100 the full control effect
Target sequence (Q9NR56 whole entry, looked up): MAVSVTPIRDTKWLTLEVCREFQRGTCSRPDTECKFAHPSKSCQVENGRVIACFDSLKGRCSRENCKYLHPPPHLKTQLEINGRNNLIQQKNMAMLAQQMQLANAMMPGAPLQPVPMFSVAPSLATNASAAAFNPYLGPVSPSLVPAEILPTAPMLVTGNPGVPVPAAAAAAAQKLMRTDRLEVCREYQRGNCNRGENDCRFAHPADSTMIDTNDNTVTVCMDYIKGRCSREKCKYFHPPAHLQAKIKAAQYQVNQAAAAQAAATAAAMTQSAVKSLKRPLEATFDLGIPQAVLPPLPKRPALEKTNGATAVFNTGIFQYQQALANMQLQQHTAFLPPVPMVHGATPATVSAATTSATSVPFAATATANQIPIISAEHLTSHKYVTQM
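TR-FRET readout: Ex 340 nm, 665/545 nm emission ratio, normalized to buffer-only (basal) and MBNL1-(CUG)12 controls. Complex of MBNL1-His with Biotin-(CUG)12, compounds 92 nM–58 uM, incubated 60 min at room temperature.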
ELG1 genotox – induces genotoxicity in HEK293T cells with luciferase-tagged ELG1; HEK293T ELG1-luciferase reporter, luminescence, 16 h; Potency, µM (doses to about 46 µM), inactives show at the top dose activity change, positive = activation, hits mostly activators; actives 1.3% (n = 330,000); AID 504466; further: % of control where 0% means no effect; nearly all actives have a fitted effect of over 60% in size
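Cells (2,000/well) expressing the ELG1-luciferase fusion are dosed by pin tool and kept 16 hr at 37 °C, 5% CO2. Signal comes from ONE-Glo luciferase reagent after 30 min at room temperature.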
* hit, by the source's call; ? = inconclusive; . = no result given; & = joins results of further samples; [ ] = another dose, or the depositor's remark. Unless noted, the call rests on the fitted dose curve; in most records, active means well fitted curve in the direction sought with a large enough effect; inconclusive means small, poorly fitted or top-dose-only effect, or another doubt; inactive means no such curve, though single readings can be large; an effect the other way counts as inactive or inconclusive. Potency means the concentration at half of the fitted maximal effect. Compounds were not picked by outcome. About 13% of those tested had a hit in this group.

SMILES | uPA surface inh | RORg inh | Rab9 prom act | p53 reactivation | VP16 counter | FLuc counter | BRCA1 expr act | NPC1 promoter act | MBNL1-CUG inh | ELG1 genotox
CCNS(=O)(=O)c1ccc(NC(=O)CC(C)c2ccccc2)cc1 (stereo unspecified) | -0.9% | 27.0% | -7.4% | -6.0% | 0.4% | -1.9% | -14.8% | -0.4% | 3.4% | -6.2%
CC(C)C(c1nnnn1Cc1ccco1)N1CCC(C(N)=O)CC1 (stereo unspecified) | 2.7% | -21.5% | 15.2% | -2.4% | -4.9% | 3.2% | -8.7% | -2.8% | 1.8% | -0.6%
CCc1ccc2c(CN3CCN(S(=O)(=O)c4ccccc4F)CC3)cc(=O)oc2c1 | -8.5% | . | . | -2.1% | . | . | -68.1%[inhibitor] | . | . | -8.2%
COc1ccc(C(=O)CSc2nc(C)cc(C)n2)cc1C | 8.9% | -7.1% | 0.6% | -25.0% | -15.6% | 1.7% | -11.8% | 1.6% | -13.3% | 0.0%
CN(C)S(=O)(=O)N1CCN(S(=O)(=O)N2CCOCC2)CC1 | 0.0% | -3.4% | -13.6% | 9.3% | -1.6% | 0.7% | 1.5% | -2.9% | 0.9% | 2.6%
Brc1[nH]nc2ccccc12 | -1.0% | 25.3% | 10.8% | 28.4% | -1.0% | -8.3% | 4.9% | 13.5% | 3.8% | -2.1%
O=C(c1ccc(Br)s1)N1CCN(Cc2ccc3c(c2)OCO3)CC1 | . | 23.0% | -0.9% | -5.7% | -3.7% | 1.6% | 4.5% | -0.2% | -2.1% | -10.8%
COc1ccc(CNC(=O)C/C(C)=N/NC(=O)c2ccccc2OC)cc1 | 0.6% | -5.3% | 13.7% | 2.3% | 8.8% | 2.4% | -34.7% | -2.9% | -0.6% | 1.0%
c1cncc(-c2ccc3[nH]ccc3c2)c1 | -0.5% | . | -5.0% | 19.2% | . | ? | ? | 21.5% | . | ?
Cc1onc(-c2ccccc2Cl)c1C(=O)NCc1ccco1 | 1.7% | 23.7% | 27.8% | -2.5% | 10.4% | 3.3% | 0.0% | -4.1% | 18.2% | 0.7%
C[C@H](CO)N1C[C@H](C)[C@@H](CN(C)S(=O)(=O)c2cn(C)cn2)Oc2ccc(NS(=O)(=O)c3ccccc3)cc2C1=O | -5.4% | . | . | 0.7% | . | . | 20.8% | . | . | 0.5%
COc1ccc(NC(=O)N(C)C[C@H]2Oc3c(NC(=O)c4nc5ccccc5s4)cccc3C(=O)N([C@@H](C)CO)C[C@H]2C)cc1 | ? | . | . | 1.4% | . | . | -36.6% | . | . | -1.5%
COc1ccc(CCNC(=O)C2CCN(S(=O)(=O)N3CCCCCC3)CC2)cc1OC | . | -3.2% | -4.3% | -5.4% | -1.9% | 3.8% | -23.6% | 1.0% | ? | -0.9%
O=C(NCCN1CCN(c2ccccc2Cl)CC1)Nc1ccccc1 | 2.7% | -22.7%[1.91 µM] | 0.3% | ? | 5.2% | 2.2% | 4.2% | 0.5% | 3.2% | 0.2%
CC(=O)Nc1ccc(/C=C/c2ccc3cccc([N+](=O)[O-])c3n2)cc1 | -18.0% | 20.0% | -1.0% | 4.6% | 2.7% | ? | 53.0% | 16.6% | ? | -2.6%
CC1CCC(C(=O)NC(C(=O)N2CCN(c3ccccn3)CC2)C(C)C)CC1 (stereo unspecified) | 3.9% | 26.5% | 1.1% | 6.2% | -25.8% | -3.3% | 3.9% | 1.2% | 2.0% | -3.1%
Cc1c(Br)c([N+](=O)[O-])nn1CC(=O)N(C)Cc1ccccc1 | -3.5% | 14.2% | 1.6% | 5.5% | -8.6% | -2.0% | -19.9% | -6.9% | ? | 0.5%
CC(=O)Nc1ccc(NC(=O)c2ccc(CSc3ccccc3)o2)cc1 | -1.6% | 5.6% | -3.5% | -5.2% | 15.9% | -5.4% | 8.9% | -2.1% | -1.5% | -4.9%
COc1ccc(NC(=O)COc2coc(CN3CCN(c4ccccc4)CC3)cc2=O)cc1 | 7.4% | . | -9.7% | 5.4% | . | 2.9% | -6.1% | -4.0% | . | -3.9%
CCOC(=O)C1CCCN(C(=O)c2cc(-c3ccc(C)cc3)on2)C1 (stereo unspecified) | ? | ? | 0.891µM* | -1.1% | ? | 12µM* | -51.8% | ? | 2.5% | ?
COCC(=O)Nc1nc(-c2ccccc2)ns1 | . | 5.2% | 14.8% | ? | -7.3% | ? | 1.6% | 10.4% | -8.2% | 1.6%
CC(C)[C@@H](C(=O)NCC1CCC(C(=O)O)CC1)n1nnc2ccccc2c1=O (stereo partly specified) | 2.4% | 15.4% | 9.1% | -0.4% | 1.4% | 4.8% | 2.1% | -0.3% | 13.3% | -1.8%
Cc1cc(C(=O)N/N=C/C=C/c2cccc([N+](=O)[O-])c2)n[nH]1 | -7.7% | 4.7% | 3.7% | -2.0% | 7.3% | -1.6% | 5.6% | -2.9% | ? | -0.2%
CCN1C(=O)CC(NCc2ccc(S(N)(=O)=O)cc2)C1=O (stereo unspecified) | 0.1% | -0.4% | 3.2% | 0.9% | -3.9% | -1.2% | 7.7% | 1.2% | -1.0% | -3.2%
COc1ccccc1-c1nnc(SCC(=O)N2CC(C)CC(C)C2)o1 (stereo unspecified) | -5.1% | -17.1% | -1.7% | -26.0% | -5.2% | -6.7% | -70.2% | 1.6% | -4.2% | -0.1%
O=C(CN1C(=O)c2cccc3cccc1c23)NC1CCCCC1 | 8.9% | -6.7% | -1.2% | 6.2% | 0.6% | -0.4% | -13.8% | 1.8% | 0.1% | 1.9%
CCOC(=O)C1=C(N)N2C(=O)C(C)SC2=C(C(=O)OCC)C1c1ccccc1 (stereo unspecified) | 1.3% | ? | -1.5% | 12.2% | 12.6µM* | 4.0% | -0.7% | 1.7% | -7.8% | 1.3%
COC(=O)Cn1c2ccc(OC)cc2c2nc(C)sc21 | -1.7% | 12.0% | 0.0% | -2.8% | -4.0% | -15.6% | 0.0% | -1.4% | . | -0.9%
Cc1ccc(-c2cc(N)n3nc(-c4ccc(C)cc4)cc3n2)cc1 | 2.4% | 2.6% | -0.9% | 6.0% | -15.0% | 0.6%&2.1% | -24.2% | 0.5% | 0.4% | -2.6%
c1cc2c(cc1Cn1cnnn1)OCO2 | -1.1% | 10.5% | -5.7% | -19.9% | -4.3% | -0.6% | 13.3% | 7.0% | -15.2% | 3.7%
CN(C)C1=NC(=O)/C(=C\c2ccccc2)S1 | -9.2% | -4.5% | -2.7% | 0.8% | 4.6% | -9.4% | 60.8% | -4.1% | ? | -0.5%
O=C(O)COc1c(-c2ccccc2)oc2ccccc2c1=O | . | 0.7% | -3.5% | -3.2% | -7.9% | -2.2% | -1.7% | 0.0% | 18.6% | 4.9%
Cc1ccc(S(=O)(=O)N2CCN(C(=O)c3n[nH]c4ccccc34)CC2)cc1 | -12.7% | . | -1.3% | -12.2% | . | 2.9% | -17.8% | -2.0% | . | 0.2%
CC(C)Cc1nnc(NC(=O)CSc2nc(-c3ccccc3)cc(=O)[nH]2)s1 | 1.3% | -3.8% | 3.7% | 0.3% | 0.2% | 12µM* | -55.0% | 0.3% | -24.3% | -2.7%
CC(C)(C)c1ccc(OCC(=O)NC2CCS(=O)(=O)C2)cc1 (stereo unspecified) | . | 10.7% | -1.0% | -1.1% | 0.2% | -1.4% | 2.6% | 0.7% | 1.8% | -5.2%
COC(=O)[C@]1(C)N[C@H](CN(C)S(=O)(=O)c2ccccc2)[C@@H]2C(=O)N(Cc3ccccc3)C(=O)[C@@H]21 | -2.7% | . | . | -1.9% | . | . | 5.9% | . | . | -3.8%
COc1ccc(OCC(=O)NCCNC(=O)c2cccnc2)cc1 | -1.0% | -20.5% | 0.5% | 1.8% | -12.2% | 2.8% | 1.4% | -3.0% | 1.6% | -4.5%
O=C(Nc1ccccc1)NC1(C(=O)NCc2ccco2)CCCCC1 | 2.6% | -17.4% | -0.1% | -8.8% | 4.5% | 0.1% | 0.4% | -4.5% | -7.4% | -2.7%
Cc1nn(CCC#N)c2nc(-c3ccccc3)cc(C(F)(F)F)c12 | 2.2% | 3.4% | 15.6% | 5.7% | -4.7% | 3.3% | -4.6% | 20.5% | -11.7% | -6.4%
